# Diaphorase act: diaphorase activation or chemical reduction counter-screen; Diaphorase/resazurin coupled assay, resorufin fluorescence, 16 min; stronger effect = higher value; 1 = vehicle wells, 0 = NADH-free wells; activation factor at 20 µM; 0.005% of 190,000 active; AID 1229;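 active = diaphorase activity raised at least twofold by the compound at 20 µM; inactive = activation factor below 2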
#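 System – purified diaphorase enzyme from Clostridium kluyveri · Input – enzyme 0.07 U/mL final · Also added – final NADH 0.114 mM, resazurin 0.1 mM · Measured by – fluorescence of resorufin, 544 nm excitation, 590 nm emission · Timing – 16 min enzyme reaction, ambient temperature · Measure – resorufin increase flagging diaphorase activators or reducers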
# APP transl inh: APP translation inhibition; inhibition, % at 2 µM; 0.82% of 190,000 active; SH-SY5Y APP 5'UTR-luciferase reporter, luminescence; AID 1285;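 active = inhibition above a set limit, derived from the sample mean plus 3 SD, cut at about 45% in these data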; also: values of inactives mirror those of a sister screen read the other way
# FLuc stim CS: firefly luciferase counter-screen for stimulation assays; AID 1027; ATPlite luciferase biochemical, luminescence, 10 min; 0 = ATP-free wells, 1 = DMSO control; activation factor at 10 µM; 200,000 tested, under 10 active;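 active = luciferase activation factor, scaled between plate controls, of at least 2 with compound at 10 µM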
# Target sequence (P08659 whole entry, looked up): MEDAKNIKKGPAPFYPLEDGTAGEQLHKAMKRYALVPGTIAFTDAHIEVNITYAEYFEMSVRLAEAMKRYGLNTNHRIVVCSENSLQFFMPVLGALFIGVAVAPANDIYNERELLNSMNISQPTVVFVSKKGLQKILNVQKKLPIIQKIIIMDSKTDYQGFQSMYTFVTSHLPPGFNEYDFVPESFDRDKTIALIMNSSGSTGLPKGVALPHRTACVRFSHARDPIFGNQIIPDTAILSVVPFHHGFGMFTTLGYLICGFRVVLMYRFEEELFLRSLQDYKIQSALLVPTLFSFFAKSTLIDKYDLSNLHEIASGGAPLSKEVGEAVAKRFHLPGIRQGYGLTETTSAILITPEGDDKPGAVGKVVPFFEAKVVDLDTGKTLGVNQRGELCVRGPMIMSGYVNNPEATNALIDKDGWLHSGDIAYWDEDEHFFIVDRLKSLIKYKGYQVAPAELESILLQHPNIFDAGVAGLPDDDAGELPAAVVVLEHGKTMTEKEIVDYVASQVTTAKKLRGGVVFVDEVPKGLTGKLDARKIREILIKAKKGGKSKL
#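 System: cell-free luciferase reagent; medium: PBS as buffer for the ATP substrate; doses: test compounds dosed from 2 mM stocks in 100% DMSO; incubation: 10 min, room temperature; measured by: luminescence from luciferase reaction; read-out: luciferase activation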
# FLuc inh counter: counter-screen for luciferase assay inhibitors: firefly luciferase inhibition. 1.5% of 200,000 active. ATPLite firefly luciferase biochemical luminescence, 10 min. P08659. inhibition, % at 10 µM;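 active = inhibition above about 50% when tested at 10 µM, limit read from the data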
# G6PDH CS: inhibits Leuconostoc G6PDH, flagging false hits in G6PDH-based assays | inhibition, % at 5 µM | 0.12% of 200,000 active | Purified L. mesenteroides G6PDH, diaphorase/resazurin coupled fluorescence, 45 min; in the data active = inhibition above about 50%
# NF-kB neuron act: compounds increasing NF-kB expression in human neuronal cells | fold change at 12.5 µM | NF-kB reporter expression; stronger effect = higher value | 1.6% of 190,000 active; in the data active = fold change above about 3.3
# Diaphorase inh: counter-screen for diaphorase-based assays: diaphorase inhibitors and chemical oxidizers | diaphorase resazurin-to-resorufin fluorescence, NADH, 16 min; bacterial (C. kluyveri) enzyme, not human | inhibition, % at 20 µM | 0.69% of 190,000 active | AID 1217;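 active = primary screen inhibition at 20 µM above a set limit, cut at about 50% in these data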;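 also: plate controls were DMSO with full reaction for no effect and wells lacking NADH for full effect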
#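 Test system: Clostridium kluyveri diaphorase enzyme / Quantity: diaphorase at 0.14 U/mL in enzyme working solution / Incubation: 16-min room-temperature incubation before reading / Benchmarks: NADH-free wells as positive control, DMSO-only neutral wells / Signal: resorufin fluorescence 544/590 nm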
# STAT1 act: STAT1 signaling activation; NIH 3T3 STAT1-luciferase reporter, IFN-gamma, luminescence; 100% = IFN-gamma alone, no compound; activation (% of control), % at 5.5 µM; 2.6% of 200,000 active;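 active = activation above the screen-wide mean activation plus 3 SD, cut at about 130% in these data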;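 also: raw ratio to IFN-gamma control signal so 100% means no change and 0% no light; values of inactives mirror those of a sister screen read the other way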
# APP 5'UTR act: activates APP 5'UTR luciferase reporter; SH-SY5Y APP 5'UTR luciferase reporter, luminescence; zero percent = DMSO vehicle wells; activation, % at 2 µM; 1% of 190,000 active; AID 1276;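 active = activation above a set limit, based on mean plus 3 SD of controls, cut at about 140% in these data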; also: values of inactives mirror those of a sister screen read the other way
# TLR4-MyD88 BLA: blocks binding of human TLR4 to MyD88; O00206+Q99836; HeLa CL3-4 TLR4/MyD88 BLA complementation, FRET ratio; inhibition, % at 8.4 µM; 0.18% of 200,000 active; AID 861; in the data active = inhibition above about 25%;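 also: 0% = vehicle and 100% = reference inhibitor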
# An asterisk follows results filed as active; / = not tested or not shown.
# Values run as follows: Diaphorase act	APP transl inh	FLuc stim CS	FLuc inh counter	G6PDH CS	NF-kB neuron act	Diaphorase inh	STAT1 act	APP 5'UTR act	TLR4-MyD88 BLA
> O=C(Oc1cccc(NC(=O)c2ccccc2Cl)c1)c1ccc([N+](=O)[O-])cc1
 : 0.8	-17	1.1	-8	-2	1.9	17	92	17	9
> COC(=O)c1ccccc1NC(=O)C1CCCN(S(C)(=O)=O)C1 (stereo unspecified)
 : 0.9	-1	1	0	2	1.1	13	96	1	-5
> COc1ccc(-c2[nH]c(-c3ccc4c(c3)OCO4)nc2-c2ccccc2)cc1
 : 0.7	12	1	-4	3	0.76	26	97	-12	11
> CCOC(=O)C1(Cc2ccccc2)CCN(Cc2cccc3nccnc23)CC1
 : 0.7	-5	1.1	-10	16	0.98	26	91	5	8
> CCCCc1n[nH]c2c1/C(=N/O)CC(c1ccccc1)C2 (stereo unspecified)
 : 1	-8	1	-1	0	1.2	2	100	8	-2
> CCOc1ccc(OCCCCn2cnc3ccccc3c2=O)cc1
 : 1.1	-10	1	-2	6	0.97	-7	101	10	1
> CCc1ccc(C2C(C#N)=C(N)Oc3n[nH]c(CC(=O)OC)c32)cc1 (stereo unspecified)
 : 1	6	1.1	-9	9	1.2	4	99	-6	-10
> O=C(Cc1ccccc1)Nc1ccc(C(=O)O)cc1
 : 1.1	-1	1	0	3	1.1	-13	93	1	-2
> CC(C)c1cccc(C(C)C)c1NC(=O)COC(=O)[C@H](C)NC(N)=O
 : 1.1	4	1	-1	4	1.1	-9	102	-4	-6
> Cc1ccc(C(=O)NCCc2cccs2)cc1
 : 0.5	-83	0.1	89*	7	1.8	45	45	83	5
> Cc1cc(C)nc(Nc2n[nH]c(Cc3ccccc3)n2)n1
 : 1	7	1.1	-5	6	0.97	-2	96	-7	-11
> CCCc1cc(=O)[nH]c(SCC(=O)c2ccc3c(c2)OCCO3)n1
 : 0.9	2	1	-1	-15	1.3	11	93	-2	11
> CC(=O)Nc1cc(C(=O)NCc2ccco2)ccc1Sc1ccc(C)cc1
 : 0.9	-16	1	-4	10	1	12	103	16	-12
> Cc1nn(C(=O)CNS(=O)(=O)c2ccccc2)c(C)c1Sc1ccc(Cl)cc1
 : 0.9	5	1.1	-6	11	1.1	14	111	-5	-3
> O=C(COc1ccc(Br)cc1)N/N=C1\SCC(=O)N1c1ccc(F)cc1
 : 1	1	1	0	1	1.1	5	103	-1	0

# Random excerpt: two compounds from above.
# Values run as follows: Diaphorase act	APP transl inh	FLuc stim CS	FLuc inh counter	G6PDH CS	NF-kB neuron act	Diaphorase inh	STAT1 act	APP 5'UTR act	TLR4-MyD88 BLA
> COC(=O)c1ccccc1NC(=O)C1CCCN(S(C)(=O)=O)C1 (stereo unspecified)
 : 0.9	-1	1	0	2	1.1	13	96	1	-5
> CCCc1cc(=O)[nH]c(SCC(=O)c2ccc3c(c2)OCCO3)n1
 : 0.9	2	1	-1	-15	1.3	11	93	-2	11

# Individual results from the list.
# `O=C(Oc1cccc(NC(=O)c2ccccc2Cl)c1)c1ccc([N+](=O)[O-])cc1` | APP transl inh: -17
# `O=C(Cc1ccccc1)Nc1ccc(C(=O)O)cc1` | FLuc inh counter: 0
# `CC(=O)Nc1cc(C(=O)NCc2ccco2)ccc1Sc1ccc(C)cc1` | APP transl inh: -16

# (next part)
# Values run as follows: Diaphorase act	APP transl inh	FLuc stim CS	FLuc inh counter	G6PDH CS	NF-kB neuron act	Diaphorase inh	STAT1 act	APP 5'UTR act	TLR4-MyD88 BLA
> C=C(C)Cn1c(-c2cccc([N+](=O)[O-])c2)n[nH]c1=S
 : 0.8	-5	1	4	0	1.1	15	92	5	11
> O=C(c1ccc(Cl)cc1)[C@@H]1[C@@H]2C(=O)N(c3ccc(Cl)cc3)C(=O)[C@@H]2C2c3ccccc3C=NN21 (stereo partly specified)
 : 0.8	2	1.1	-11	7	1.1	16	104	-2	0
> CCN1C(=O)C2(/C(=C(\O)c3ccc4c(c3)OCCO4)C(=O)C(=O)N2CCCOC)c2ccccc21 (stereo unspecified)
 : 0.9	2	1	-4	-1	1.1	11	91	-2	5
> COc1cccc(-c2nn(-c3ccccc3)cc2C(=O)n2nnc3ccccc32)c1
 : 1	-12	1	-2	-7	1.2	2	104	12	0
> c1ccc(-c2nc(N3CCNCC3)nc3ccccc23)cc1
 : 1	28	1	-2	14	0.83	-1	101	-28	2
> CCOC(=O)C(NC(=O)c1ccccc1)(Nc1cccc(C)n1)C(F)(F)F (stereo unspecified)
 : 0.9	-10	1	-2	0	0.98	11	92	10	-10
> CCOc1ccc(Oc2ccc(Cl)cc2NC(=O)CCNC(C)=O)cc1
 : 0.9	-8	1	-2	3	0.99	7	99	8	-8
> COc1cc(C(=O)N2CCC(c3nc(-c4cccnc4)no3)CC2)cc(OC)c1OC
 : 1	-12	1.1	-6	-6	1.8	-2	102	12	-8
> CCOc1cc(C(=O)Nc2cc(C)ccn2)cc(OCC)c1OCC
 : 1	-3	1	0	5	1.1	-4	108	3	-14
> O=[N+]([O-])c1cccc(/C=N/Nc2nc(NCc3ccccc3)nc(N3CCOCC3)n2)c1
 : 0.9	11	1	-4	-1	0.84	6	109	-11	-11
> COc1cc(CNCCc2c[nH]c3ccccc23)cc(Cl)c1OCC(N)=O
 : 1	17	1	2	19	1	4	104	-17	4
> CC1CN(Cc2nc3c(c(=O)n(C)c(=O)n3C)n2CCc2ccccc2)CC(C)O1 (stereo unspecified)
 : /	-5	/	/	/	/	/	96	5	11
> Cc1c(O)ccc(C(=O)COc2ccc(F)cc2)c1O
 : 1	-47	1	1	9	2.2	-1	99	47	-9
> CC(=O)Nc1nc2cccc([N+](=O)[O-])c2s1
 : 0.9	-5	1	-3	-2	0.97	8	122	5	-7
> CCCCNC(=O)c1onc(CSc2ccc(Cl)cc2)c1C(=O)O
 : 0.9	0	1.1	-11	3	1.2	10	101	0	-11
> Cn1c(SCC(=O)Nc2ccc3cn[nH]c3c2)nnc1-c1cnccn1
 : 0.7	9	1.1	-7	12	0.92	28	99	-9	6
> Cc1ccccc1NC(=O)CCSc1nnnn1-c1ccccc1
 : 1.1	8	1	1	7	1.1	-6	91	-8	-1
> O=C(NCCN1CCN(C(=O)C(c2ccccc2)c2ccccc2)CC1)C(=O)Nc1ccccc1
 : 1	1	1.1	-12	5	1.4	3	95	-1	4
> CCc1[nH]nc2c1C(C1C=CCCC1)C(C#N)=C(N)O2 (stereo unspecified)
 : 0.8	-9	1.1	-7	16	0.96	18	105	9	0
> COc1ccc(C(=O)NC(=S)N2CC(C)OC(C)C2)cc1OC (stereo unspecified)
 : 1.1	-5	1	-3	-1	1.2	-10	101	5	13
> Cc1[nH]n(-c2ccccc2)c(=O)c1/C=N/NC(=O)c1ccoc1C
 : 0.5	-124	0.8	21	7	1.1	50*	155*	123	-1
> COc1ccc(S(=O)(=O)N(C)C)cc1NC(=O)COC(=O)c1nn(C)c(=O)c2ccccc12
 : 1	10	1	1	1	0.97	1	92	-10	-5
> CCOC(=O)C1=C(C)Nc2ncnn2C1c1ccccc1F (stereo unspecified)
 : 0.8	14	1	3	32	0.76	16	97	-14	3
> CCOC(=O)c1ccc(NC(=O)C2CC(=O)Nc3nc4ccccc4n32)cc1 (stereo unspecified)
 : 1	-9	1	1	0	1.3	-2	103	9	2
> Nc1nc(C2CCCN2S(=O)(=O)c2ccc(Cl)cc2)cs1 (stereo unspecified)
 : 0.9	-2	1.1	-6	-4	1	11	101	2	-16
> S=c1[nH]nc(Cc2ccccc2)n1-c1ccc(Cl)cc1
 : 0.7	16	1	-3	11	0.97	31	106	-16	-10
> CCCc1nnc(NC(=O)CC(=O)OCC)s1
 : 1	-16	1	-4	5	0.98	0	98	15	0
> CCOC(=O)C1(Cc2ccccc2Cl)CCN(C(=O)CN2CCOC2=O)CC1
 : 0.8	-69	1	-4	12	/	16	160*	69	-2
> O=C(c1ccc2c3c(cccc13)CC2)C1CCCN(Cc2ccncc2)C1 (stereo unspecified)
 : 1	4	1	-5	8	0.7	-2	82	-4	1
> COc1ccc(C(=O)COc2ccccc2N2C(=O)C3C4C=CC(C4)C3C2=O)cc1 (stereo unspecified)
 : 0.9	-51	1.1	-6	8	1.5	13	103	51	0
> CC(NC(=O)CCSc1nc(-c2ccc3c(c2)OCO3)cc(C(F)(F)F)n1)c1ccccc1 (stereo unspecified)
 : 0.9	-1	1	-1	14	1.3	5	92	1	-9
> CC(NC(=O)c1cc2cc([N+](=O)[O-])ccc2oc1=O)C1CCCO1 (stereo unspecified)
 : 0.9	-13	1	-3	2	1.1	10	101	13	9
> Cc1cc([N+](=O)[O-])ccc1NC(=S)NC(=O)Cc1ccccc1
 : 0.8	/	1.1	-6	-4	0.99	17	95	/	-7
> Cc1cc(C)n(S(=O)(=O)c2ccc(C(C)(C)C)cc2)n1
 : 0.8	12	1	-3	-4	0.78	18	106	-12	0
> COC(=O)Cc1c(O)ccn(CCc2ccccc2)c1=O
 : 0.9	5	1.1	-6	14	1.3	6	98	-5	12
> COc1cccc2cc(C(=O)NC(C)C3CCCO3)c(=O)oc12 (stereo unspecified)
 : 0.9	25	0.9	6	0	1.7	8	99	-25	-2
> CCCc1cc(=O)[nH]c(SCc2ccc(Cl)cc2)n1
 : 0.9	9	1.1	-8	5	1	5	101	-9	-1

# Sorted by the number under STAT1 act (low to high): five from the list above.
compound	STAT1 act
Cc1ccc(C(=O)NCCc2cccs2)cc1	45
Cc1cc([N+](=O)[O-])ccc1NC(=S)NC(=O)Cc1ccccc1	95
CCOC(=O)C1=C(C)Nc2ncnn2C1c1ccccc1F (stereo unspecified)	97
CC(C)c1cccc(C(C)C)c1NC(=O)COC(=O)[C@H](C)NC(N)=O	102
Cc1[nH]n(-c2ccccc2)c(=O)c1/C=N/NC(=O)c1ccoc1C	155*

# Screening data from PubChem BioAssay.

# The order is random. Share with any hit: about 5.6%.
